Vif-APOBEC3G blk: inhibitors of Vif-APOBEC3G interaction | Q9HC16 | HeLa A3G-eYFP + Vif (tagged APOBEC3G with the HIV-1 protein that degrades it), YFP fluorescence, overnight | Potency, µM (highest dose often 46.1 µM), inactives show at the highest dose activity, negative = active, most hits filed as inhibitors | 410,000 tested, 0.076% active | AID 602310;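 note: potency is the fitted concentration of half-maximal effect; % is set by controls: 0 for no effect and ±100 for the full control effect; nearly all actives have a fitted effect of over 60% in size; hits raise eYFP signal because A3G escapes Vif-driven loss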
Target sequence (Q9HC16 whole entry, looked up): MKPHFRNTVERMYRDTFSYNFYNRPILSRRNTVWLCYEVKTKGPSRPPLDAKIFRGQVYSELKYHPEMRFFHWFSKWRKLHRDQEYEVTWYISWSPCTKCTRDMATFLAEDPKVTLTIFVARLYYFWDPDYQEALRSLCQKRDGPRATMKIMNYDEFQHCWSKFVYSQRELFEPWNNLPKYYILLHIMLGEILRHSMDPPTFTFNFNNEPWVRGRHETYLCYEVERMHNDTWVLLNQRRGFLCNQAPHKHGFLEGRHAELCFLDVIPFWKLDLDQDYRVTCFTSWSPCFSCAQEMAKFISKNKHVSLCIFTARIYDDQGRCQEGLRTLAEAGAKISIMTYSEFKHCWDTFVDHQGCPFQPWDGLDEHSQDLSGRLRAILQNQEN
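HeLa cells stably expressing Vif and C-terminally eYFP-tagged A3G, seeded overnight at 37 deg C, then exposed to compound by pintool overnight at 37 deg C. Rise in yellow fluorescence (Ex 488/Em 500-530, Acumen) marks blocked Vif-driven A3G degradation.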
LDHA block: blocks human lactate dehydrogenase A | activity change, % (values are at about 110 or 230 µM) | purified LDHA, NADH/diaphorase-resazurin fluorescence; stronger effect = lower value | P00338 | 480,000 tested, 0.15% active; in the data active = activity change below about -30%; inconclusive = mostly about -25% to -30%;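 note: plate controls were DMSO wells for no effect and wells without enzyme for full effect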
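Human LDH5 at 2 nM final in Tris HCl pH 7.4 with 0.06 mM NADH and 0.2 mM pyruvate, reacted 5 minutes at room temperature. Remaining NADH coupled via diaphorase/resazurin; resorufin fluorescence read at 0 and 20 minutes, normalized to enzyme-free and DMSO wells.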
D1 agonist: agonists of human D1 dopamine receptor. activation, % at 2 µM. 360,000 tested, 1% active. HEK293 T-REx D1 cells, calcium flux, agonist mode. P21728; in the data active = activation above about 30%; note: 0% is about no effect
Target sequence (P21728 whole entry, looked up): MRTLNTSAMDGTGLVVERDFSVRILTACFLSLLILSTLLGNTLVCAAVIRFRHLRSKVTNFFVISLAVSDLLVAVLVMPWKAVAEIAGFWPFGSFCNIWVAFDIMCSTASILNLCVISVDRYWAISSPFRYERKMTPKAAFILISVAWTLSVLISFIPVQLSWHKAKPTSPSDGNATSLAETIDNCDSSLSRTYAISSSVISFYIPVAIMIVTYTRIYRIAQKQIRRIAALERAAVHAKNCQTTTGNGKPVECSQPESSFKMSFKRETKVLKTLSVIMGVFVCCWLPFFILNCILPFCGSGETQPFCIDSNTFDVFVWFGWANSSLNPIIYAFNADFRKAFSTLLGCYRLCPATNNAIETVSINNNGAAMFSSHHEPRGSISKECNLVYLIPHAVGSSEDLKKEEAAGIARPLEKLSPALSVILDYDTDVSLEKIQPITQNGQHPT
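Tetracycline-induced HEK293 TREx D1 cells, force-coupled to calcium signalling, were dye-loaded with a no-wash calcium kit. Compound was pin-added after a 10 s baseline. Fluorescence was read kinetically at 1 cycle/s for 180 s, with calcium rises flagged as agonism.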
GRP78 ERSR act: induces the endoplasmic reticulum stress response in human glioma cells; U87-MG GRP78 promoter luciferase reporter, 16 h; AID 602332; 420,000 tested, 0.02% active; Potency, µM, for the others: at the highest dose activation, most hits filed as activators; note: potency is the fitted concentration of half-maximal effect; series mostly up to about 76 µM; % of control where 0% means no effect; nearly all actives have a fitted effect of over 35% in size
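Stably transfected U87-MG glioma cells carrying a GRP78-based luciferase sensor; 16 h compound incubation. Luminescence end-point read 10 min after Bright-Glo addition at room temperature.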
D2 PAM: positively modulates the human D2 dopamine receptor allosterically. P14416. AID 485347. potentiation, % at 10 µM. HEK293 T-REx D2, calcium flux, EC20 dopamine potentiation. 340,000 tested, 0.34% active;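 active = potentiation over 3 SD above the plate norm, cut at about 30% in these data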; note: 0% is about no effect
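Potentiation of an EC20 dopamine calcium response measured kinetically over 180 s, after a preceding 180 s compound-only read flagging agonists. Cells: inducible Hek293 Trex D2 line, 4000/well, cultured overnight at 30 C before dye loading.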
RXFP1 agonist: activates the human relaxin receptor RXFP1. Q9HBX9. Potency, µM (titrated, usually from 57.5 µM), for inactives: at the top dose activation, hits mostly activators. AID 2676. 370,000 tested, 0.3% active. HEK293T-RXFP1 cAMP TR-FRET, 30 min; response scale: percent of porcine relaxin response, buffer zero; note: potency is the fitted concentration of half-maximal effect; % is set by controls: 0 for no effect and ±100 for the full control effect; nearly all actives have a fitted effect of over 60% in size; many of its hits are not listed in these tables
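HEK293 cells stably expressing RXFP1, treated 30 min at 37C with compounds plus PDE4 inhibitor Ro 20174; cAMP measured by HTRF TR-FRET. Normalized to buffer and 29 nM porcine relaxin; EC50 by Hill fit.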
D1 antagonist: human D1 dopamine receptor antagonism | P21728 | HEK293 TREx D1 cells, calcium flux, dopamine EC80; stronger effect = lower value | activity change, negative = inhibition, % at 10 µM | 360,000 tested, 3.2% active; in the data active = activity change below about -30%; note: % is set by controls: 0 for no effect and ±100 for the full control effect
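Inducible Hek293 Trex D1 cells (tetracycline, overnight, 30 C). Calcium dye 30–90 min RT. Antagonist mode: EC80 dopamine added after 180 s compound read.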
D1 PAM: potentiators of human D1 dopamine receptor. P21728. HEK293 TREx D1 cells, calcium flux, dopamine EC20 potentiation. potentiation, % at 10 µM. 360,000 tested, 0.036% active. AID 504651; in the data active = potentiation above about 30%; note: 0% is about no effect
Vif-A3F inh: Vif-A3F binding inhibition. Potency, µM (highest dose often 46.1 µM), for inactives: at the top dose activity, negative = active. 390,000 tested, 0.2% active. HeLa A3F-eYFP + Vif (tagged APOBEC3F with the HIV-1 protein that degrades it), YFP fluorescence increase; note: potency is the fitted concentration of half-maximal effect; % of control where 0% means no effect; nearly all actives have a fitted effect of over 65% in size
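HeLa cells stably expressing Vif plus C-terminally eYFP-tagged A3F were seeded, incubated overnight at 37 deg C, dosed with compound, incubated overnight again at 37 deg C. Yellow fluorescence (Ex 488/Em 500-530) reported blocked Vif-mediated A3F-eYFP degradation.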
* hit, by the source's call; ? = inconclusive; / = not tested or not shown; & = joins results of further samples. Unless noted, calls come from the whole dose curve; as a rule, active = well fitted curve in the direction sought with a large enough effect; inconclusive = small, poorly fitted or top-dose-only effect, or another doubt; inactive = no such curve, though single readings can be large; an effect the other way counts as inactive or inconclusive. Some of the compounds tested. The share of hits here may be higher or lower than overall.

Sample of the layout:
SMILES	Vif-APOBEC3G blk	LDHA block	D1 agonist	GRP78 ERSR act	D2 PAM	RXFP1 agonist	D1 antagonist	D1 PAM	Vif-A3F inh
COc1cc2c(cc1NC(=O)c1cccc([N+](=O)[O-])c1C)oc1ccccc12	3%	-1	10	-2%	-7	-4.2%	75	2	-11%
COc1ccccc1N1CCN(C(=O)c2cc3c(s2)CCC3)CC1	-8%	-3	1	-2%	9	0.2%	3	1	-1%
CN1CCN(C2=C(Cl)C(=O)C(c3cnc(N4CCCCC4)s3)=C(Cl)C2=O)CC1	?	41	-2	-6%	4	1.1%	10	-5	-1%

The listing, from the start:
SMILES	Vif-APOBEC3G blk	LDHA block	D1 agonist	GRP78 ERSR act	D2 PAM	RXFP1 agonist	D1 antagonist	D1 PAM	Vif-A3F inh
COc1cc2c(cc1NC(=O)c1cccc([N+](=O)[O-])c1C)oc1ccccc12	3%	-1	10	-2%	-7	-4.2%	75	2	-11%
COc1ccccc1N1CCN(C(=O)c2cc3c(s2)CCC3)CC1	-8%	-3	1	-2%	9	0.2%	3	1	-1%
CN1CCN(C2=C(Cl)C(=O)C(c3cnc(N4CCCCC4)s3)=C(Cl)C2=O)CC1	?	41	-2	-6%	4	1.1%	10	-5	-1%
Cc1c(C(=O)N2CCOCC2)sc2ncnc(N3CCc4ccccc4C3)c12	-7%	-7	4	-4%	-6	4.9%	7	-10	5%
COc1ccc(N2C(=O)CSC2c2ccccc2F)c(OC)c1 (configuration not stated)	1%	-5	2	-3%	-1	-0.6%	17	-4	15%
O=C1NCC(Nc2ccccc2Cl)C(=O)N1 (configuration not stated)	1%	-12	/	1%	/	/	/	/	4%
COc1ccccc1Cn1nnc2c(=O)[nH]c(C3CCN(C(=O)c4ccccc4Cl)CC3)nc21	-6%	-11	1	-2%	-5	-0.2%	-1	-4	-1%
COc1ccc(N2CCN(S(=O)(=O)/C=C/c3ccccc3)CC2)cc1	-7%	-6	1	-4%	4	0.9%	-10	-8	2%
CN1C(=O)C2(CCCCC2)C1c1ccccc1 (configuration not stated)	1%	-3	/	0%	/	/	/	/	3%
CCOc1cc(N2CCOCC2)c(OCC)cc1NC(=O)c1oc2ccccc2c1C	0%	-7	6	0%	4	-0.3%	-1	4	7%
CCCCC(=O)N(Cc1nc2sc(C)c(C)c2c(=O)[nH]1)C1CCCC1	-4%	-4	28	-5%	9	-0.2%	-2	-1	-12%
O=C(COc1ccc(Br)cc1Br)NN1C(=O)c2ccccc2C1=O	0%	-1	/	-7%	/	/	/	/	0%
Cc1cc(C(C)(C)C)cc(C)c1Cn1c2[n+](c3ccc(C(F)(F)F)cc31)CCCCC2	-5%	-11	0	-15%	-7	1.1%	3	1	3%
CC(C)c1cc(C(=O)N(C)C2CCCN(Cc3ccccc3F)C2)n(C)n1 (configuration not stated)	2%	1	/	-2%	/	/	/	/	-8%
Cc1ccc(C(=O)CSc2nnc(-c3ccncc3)n2C)cc1	0%	-5	1	-2%	-1	2.4%	1	-2	-4%
CCOc1ccc2nc(N/C(N)=N/S(=O)(=O)c3ccc(C)cc3)nc(C)c2c1	-2%	-1	/	-1%	/	/	/	/	-2%
Cc1cc(C)c(NC(=O)CCN2C(=O)c3ccccc3S2(=O)=O)c(C)c1	1%	2	7	-1%	-5	-0.2%	9	0	3%
C=CC[C@H](CC(=O)N(CCO)Cc1ccccc1)C(=O)N[C@H](COC(=O)[C@@H](CC=C)Cc1ccc(F)cc1)Cc1c[nH]c2ccccc12	-3%	4	/	-1%	/	/	/	/	3%
CCN1CCN(C(=S)c2ccc(-c3ccccc3)cc2)CC1	2%	-10	0	-7%	/	1.4%	-20	-5	-3%
O=C(N/N=C/C1C(c2ccccc2)C1(Cl)Cl)c1cccc(Cl)c1 (configuration not stated)	-25%	-1	0	3%	-3	-1.5%	13	-4	-4%
O=C(O)CSCc1nc2ccccc2s1	0%	-1	-1	3%	3	0.4%	-18	0	-2%
Cc1cccc(CN2CCN(CC(=O)NCc3ccc(Cl)cc3)C2=O)c1	2%	-8	0	-2%	-11	-1.5%	4	-2	7%
CC(=O)c1ccc(NC(=O)Nc2sc(NS(=O)(=O)c3ccccc3)nc2C)cc1	2%	-5	1	-3%	-3	0.0%	1	3	-7%
CCc1ccc(Nc2n[n+](-c3ccccc3)c(-c3cc(OC)c(OC)cc3Br)s2)cc1	2%	-3	0	0%	-3	2.9%	13	3	2%

Complete entries from above. Values in the order: Vif-APOBEC3G blk | LDHA block | D1 agonist | GRP78 ERSR act | D2 PAM | RXFP1 agonist | D1 antagonist | D1 PAM | Vif-A3F inh
Listed for Cc1ccc(C(=O)CSc2nnc(-c3ccncc3)n2C)cc1 = 0% | -5 | 1 | -2% | -1 | 2.4% | 1 | -2 | -4%
Listed for CCCCC(=O)N(Cc1nc2sc(C)c(C)c2c(=O)[nH]1)C1CCCC1 = -4% | -4 | 28 | -5% | 9 | -0.2% | -2 | -1 | -12%
Listed for COc1cc2c(cc1NC(=O)c1cccc([N+](=O)[O-])c1C)oc1ccccc12 = 3% | -1 | 10 | -2% | -7 | -4.2% | 75 | 2 | -11%
Listed for CN1C(=O)C2(CCCCC2)C1c1ccccc1 (configuration not stated) = 1% | -3 | / | 0% | / | / | / | / | 3%
Listed for COc1ccc(N2CCN(S(=O)(=O)/C=C/c3ccccc3)CC2)cc1 = -7% | -6 | 1 | -4% | 4 | 0.9% | -10 | -8 | 2%

Next part
SMILES	Vif-APOBEC3G blk	LDHA block	D1 agonist	GRP78 ERSR act	D2 PAM	RXFP1 agonist	D1 antagonist	D1 PAM	Vif-A3F inh
CCN(C(=O)c1cc2cccc(OC)c2oc1=O)C1CCCCC1	1%	-1	0	-2%	0	0.5%	-9	-26	-6%
O=C(CSc1ccc(-c2cccnc2)nn1)Nc1ccccc1	-3%	-8	-1	-3%	/	0.4%	-6	-2	-17%
CCOC(=O)Nc1cc(C)ccc1OC	-3%	2	2	-3%	6	-0.8%	1	-2	-1%
CCCN(CCC)CCCNC(=O)CS(=O)Cc1nc(-c2ccc(OC)c(OC)c2)oc1C (configuration not stated)	0%	-1	0	-5%	-9	-0.3%	-3	-2	-3%
CC(=O)n1c(C=Nc2ccc(Cl)cc2)c(O)c2ccccc21	-14%	4	39*	-5%	/	-2.4%	2	1	?
Cc1ccc(-c2nnn(CC(=O)Nc3ccc(S(=O)(=O)N4CCC(C)CC4)cc3)n2)cc1	-10%	-11	0	-8%	2	-0.1%	1	1	1%
COc1ccc(CN2C(=O)CSCC2=O)cc1OC	1%	-14	4	-5%	/	0.0%	-1	2	-1%
CCC(C(=O)NC1CCCCCC1)n1nc(C)n2c(cc3occc32)c1=O (configuration not stated)	3%	0	3	-5%	-8	18%	-8	-1	0%
COc1ccc(NC(=O)c2cccnc2)cc1	0%	-9	-3	4%	-7	-1.9%	6	-2	0%
Cc1ccccc1NC(=O)CSc1ccc(-c2ccccn2)nn1	-6%&-8%	1&16	-1&4	-3%&0%	2&3	2.6%&-0.7%	1&-16	6&-3	2%&-3%
COc1ccccc1N1CCN(C(=O)Cn2c(=O)n3nc(-c4cccc(C)c4)nc3c3ccccc32)CC1	-1%	-6	0	-4%	2	2.8%	/	5	-1%
Cn1ccsc1=NC(=O)c1ccccc1F	1%	-3	1	-1%	-2	2.2%	-5	-6	-8%
Cc1ccc(S(=O)(=O)NNC(=O)CCCCC(=O)NNS(=O)(=O)c2ccc(C)cc2)cc1	-2%	-2	0	-2%	4	1.6%	-10	-2	18%
C[C@]12CC[C@H](O)CC1=CCC1C2CC[C@@]2(C)C1CC[C@@H]2NC(=O)[C@@H](N)Cc1ccccc1 (some centres not stated)	-10%	-3	/	-10%	/	/	/	/	-7%
O=C(Cc1cccs1)N=Nc1c(O)[nH]c2ccccc12	-1%	-1	0	13%	15	-2.9%	-9	-7	1%
COc1ccc(-c2csc(NC(=O)c3ccccc3NS(=O)(=O)c3ccc(F)c(F)c3)n2)cc1	-7%	-6	23	5%	6	0.7%	-49*	-10	4%
Fc1cccc(CCN2CCNC[C@@H]2Cc2ccccc2)c1	3%	5	/	-3%	/	/	/	/	2%
O=C(c1ccccc1)N1CCn2c1nc1ccccc12	0%	0	-1	4%	5	-0.9%	5	-4	2%
COCCCNC(=O)COc1ccc(S(=O)(=O)Nc2ccccc2)cc1	0%	-5	3	2%	-2	-0.5%	3	0	3%
Cc1cccc(/N=C/C2=C(O)CC(C)(C)CC2=O)n1	-1%	-6	0	-4%	-7	2.4%	-22	-5	-4%
Cc1nc2ccccc2c2c1CC(C)S2 (configuration not stated)	-7%	-6	1	0%	-6	8.2%	10	5	-4%

As entered above.
`Cc1nc2ccccc2c2c1CC(C)S2` (configuration not stated) in Vif-APOBEC3G blk reads -7%
`COc1ccc(-c2csc(NC(=O)c3ccccc3NS(=O)(=O)c3ccc(F)c(F)c3)n2)cc1` in D2 PAM reads 6

Bioassay records from PubChem BioAssay.
